# Bioassay records (PubChem BioAssay)
# CHX counter – Cycloheximide Counterscreen for Small Molecule Inhibitors of Shiga Toxin; cell reporter, cycloheximide protein synthesis inhibition counterscreen; max response, %; actives 12% (n = 300,000); in the data active = max response mostly above about 13%, no sharp cut-off; inactive = mostly below about 14%; also: read at 38.3 µM for the half of the compounds with a filed dose; 0% is about no effect
# HCV inhibitor – qHTS Assay for Inhibitors of Hepatitis C Virus (HCV); actives 3.4% (n = 340,000); Potency, µM (top dose mostly 41.8 µM), without a hit: at the highest dose activity change, negative = inhibition, hits mostly inhibitors; Huh7.5.1 HCVcc-Cre infection, luciferase reporter, 44 h; also: potency is read from the fitted curve at half-maximal effect; % is scaled to controls: 0 for no effect and ±100 for the full control effect
#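 Compounds are dispensed onto cells plated 4 h earlier at 1,000 per well, with HCVcc-Cre virus (about 0.5 moi) added next. Following 44 h of culture, luminescent signal is measured for 15 sec after 15 min with substrate at room temperature.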
# Pf growth 48h – Primary qHTS for delayed death inhibitors of the malarial parasite plastid, 48 hour incubation; P. falciparum luciferase growth in erythrocytes, 48 h; Potency, µM (titrated, usually from 28.7 µM), for the others: at the highest dose activity change, negative = inhibition, most hits filed as inhibitors; actives 5.9% (n = 310,000); AID 504832, 2011; also: potency is read from the fitted curve at half-maximal effect; % is scaled to controls: 0 for no effect and ±100 for the full control effect
#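 Compounds are pin-transferred into medium, infected erythrocytes (2% hematocrit, 0.1% parasitemia final) are added, and plates sit one parasite generation at 37 C in 5% CO2. Detection reagent is then added and luminescence measured.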
# Shiga inhibitor – A qHTS for Small Molecule Inhibitors of Shiga Toxin; Vero cells, Shiga toxin protein synthesis inhibition reporter; inhibition, % at 38.7 µM; actives 9.2% (n = 290,000); in the data active = inhibition mostly above about 28%, no sharp cut-off; inactive = mostly below about 43%; also: 0% is about no effect
# FBPA Giardia inh – qHTS Assay for Inhibitors of Fructose-1,6-bisphosphate Aldolase from Giardia Lamblia | A8B2U2 | purified Giardia FBPA | Potency, µM (series often up to 59.6 µM), for inactives: top-dose activity, negative = inhibition, hits mostly inhibitors | actives 0.71% (n = 290,000); also: potency is read from the fitted curve at half-maximal effect; % is scaled to controls: 0 for no effect and ±100 for the full control effect; nearly all actives have a fitted effect of over 55% in size
# Target sequence (A8B2U2 whole entry, looked up): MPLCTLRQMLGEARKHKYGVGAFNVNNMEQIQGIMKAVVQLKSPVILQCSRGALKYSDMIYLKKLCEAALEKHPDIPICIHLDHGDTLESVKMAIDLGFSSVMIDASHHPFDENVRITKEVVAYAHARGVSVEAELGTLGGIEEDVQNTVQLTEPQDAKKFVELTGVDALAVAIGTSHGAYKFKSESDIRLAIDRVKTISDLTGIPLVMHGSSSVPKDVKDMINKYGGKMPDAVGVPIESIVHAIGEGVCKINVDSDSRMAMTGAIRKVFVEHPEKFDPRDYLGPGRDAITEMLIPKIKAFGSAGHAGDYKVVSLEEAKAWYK
#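 40 nM FBPA preincubated 10 min at RT with compound (up to 57.5 uM final), then substrate plus GAPDH/TPI/NAD/arsenate coupling and diaphorase/resazurin added. Fluorescence read after 20 min at RT, 525/598 nm.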
# Pf growth 96h – Primary qHTS for delayed death inhibitors of the malarial parasite plastid, 96 hour incubation; P. falciparum luciferase reporter growth, 96 h; Potency, µM (top dose mostly 28.7 µM), for the others: at the highest dose activity change, negative = inhibition, hits mostly inhibitors; actives 6.9% (n = 320,000); also: potency is read from the fitted curve at half-maximal effect; % is scaled to controls: 0 for no effect and ±100 for the full control effect
#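 Cell-based qHTS: luciferase-tagged P. falciparum in erythrocytes (2% hematocrit, 0.05% parasitemia final) incubated with compounds for 96 hours, 37 C, 5% CO2; luciferase detection reagent then added and luminescence measured.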
# * marks the source's active call; other numbers are inactive results; ? = inconclusive; / = not tested or not shown; & = joins results of further samples; [ ] = dose if it differs, or a comment. Unless noted, calls follow the shape of the dose curve; as a rule, active = well fitted curve in the direction sought with a large enough effect; inconclusive = small, poorly fitted or top-dose-only effect, or another doubt; inactive = no such curve, though single readings can be large; an effect the other way counts as inactive or inconclusive.
SMILES,CHX counter,HCV inhibitor,Pf growth 48h,Shiga inhibitor,FBPA Giardia inh,Pf growth 96h
CCOC(=O)C1CCN(c2cc3c(cc2NC(=O)c2ccc(F)cc2)n(C)c(=O)n3C)CC1,-4,?,12µM*,-1,/,-25%
O=C(N/N=C(\Cc1ncc[nH]1)c1ccccc1)c1ccncc1,-3,?,?,-7,?,?
CCC(CC)c1nnc(NC(=O)c2ccc(S(=O)(=O)N3CCc4ccccc4C3)cc2)s1,-4,-4%,4%,2,21%,10%
CN1C(=O)/C(=C\c2ccc(Br)s2)C(=O)NC1=S,-2,?,6%,-2,6%,-22%
CN(C)C(CNC(=O)c1ccc(NC(=O)c2cccs2)cc1)c1ccccc1 (stereo unspecified),-4,-21%,?,5,4%,?
CCOC(=O)N1CCC(n2c(SCC(=O)NCc3ccccc3)nc3ccccc3c2=O)CC1,-4,?,?,-15,3%,?
O=C1NN(c2ccccc2)C(=O)/C1=C\c1cccn1-c1ccc(Cl)c([N+](=O)[O-])c1,-5,1%,/,-17,4%,52%[activator]
Cc1nnc(SCC(=O)Nc2ccc(S(=O)(=O)N3CCCC3)cc2)n1N,-2,6%,19%,-12,-17%,/
COc1cc(C(=O)O/N=C(\N)c2cccc([N+](=O)[O-])c2)cc(OC)c1OC,6,?,-18%,8,4%,0%
COc1ccccc1-c1c(C)[nH]n2c(=O)c(Cc3ccccc3)c(C)nc12,-2,-23%,?,-2,1%,?
O=C(Nc1ccc(C(=O)O)cc1)Nc1ccc(F)cc1F,-3,9%,34%[activator],-4,0%,4%
O=c1ccnc(SCc2ccccc2Cl)[nH]1,9,14%,8%,-14,9%,?
COc1ccccc1NC(=O)CSc1nnc(NC(=O)c2ccco2)s1,-4,/,-3%,-3,/,-1%
Cc1ccc(-c2ccccc2NC(=O)CCl)o1,16*,-27%,?,51,-10%,?
c1ccc(CSc2ccc(-c3ccccn3)nn2)cc1,52*,?,297%[activator],110*,-1%,-15%
COc1cccc(C(=O)CC(C(=O)O)c2ccc(Cl)cc2)c1 (stereo unspecified),3,6%,6%,8,20%,16%
CCC1CC(CSC(=N)N)OC1=O (stereo unspecified),-2,-15%,36%[activator],24,7%,71%[activator]
COC(=O)C(NC(C)=O)(Nc1nc2c(s1)CCCC2)C(F)(F)F (stereo unspecified),-2,15%,2%,20,?,/
COc1cc(CN2CCCC(CO)(Cc3ccccc3)C2)ccc1O (stereo unspecified),-1,-10%,16%,/,2%,10µM*
CCCN(C(=O)c1ccc(N2CCCC2=O)cc1)C1CCS(=O)(=O)C1 (stereo unspecified),/,8%,?,/,/,?
CSc1nc(SC(C)C(=O)O)c2c3c(sc2n1)COC(C)(C)C3 (stereo unspecified),1,5%,-4%,-3,18%,5%
COc1ccc(/C=C/C(=O)NC(=S)Nc2ccc(S(=O)(=O)N=C(N)N)cc2)cc1OC,7,13%,39%[activator],-13,3%,?
N=C(CC1CC(=O)NC(=O)C1)C1=C(O)CCCC1=O,-1,10%,4%,-13,-1%,-12%
O=C(Nc1ccc(Oc2ncnc3cc(Cl)ccc23)nc1)Nc1cccc(C(F)(F)F)c1,2,-9%,1%,30,1%,-1%

# 12 compounds from above, arranged by SMILES length, low to high.
SMILES,CHX counter,HCV inhibitor,Pf growth 48h,Shiga inhibitor,FBPA Giardia inh,Pf growth 96h
CCC1CC(CSC(=N)N)OC1=O (stereo unspecified),-2,-15%,36%[activator],24,7%,71%[activator]
O=c1ccnc(SCc2ccccc2Cl)[nH]1,9,14%,8%,-14,9%,?
Cc1ccc(-c2ccccc2NC(=O)CCl)o1,16*,-27%,?,51,-10%,?
c1ccc(CSc2ccc(-c3ccccn3)nn2)cc1,52*,?,297%[activator],110*,-1%,-15%
COc1cc(CN2CCCC(CO)(Cc3ccccc3)C2)ccc1O (stereo unspecified),-1,-10%,16%,/,2%,10µM*
COc1cccc(C(=O)CC(C(=O)O)c2ccc(Cl)cc2)c1 (stereo unspecified),3,6%,6%,8,20%,16%
CSc1nc(SC(C)C(=O)O)c2c3c(sc2n1)COC(C)(C)C3 (stereo unspecified),1,5%,-4%,-3,18%,5%
COC(=O)C(NC(C)=O)(Nc1nc2c(s1)CCCC2)C(F)(F)F (stereo unspecified),-2,15%,2%,20,?,/
CCCN(C(=O)c1ccc(N2CCCC2=O)cc1)C1CCS(=O)(=O)C1 (stereo unspecified),/,8%,?,/,/,?
COc1ccccc1-c1c(C)[nH]n2c(=O)c(Cc3ccccc3)c(C)nc12,-2,-23%,?,-2,1%,?
O=C(Nc1ccc(Oc2ncnc3cc(Cl)ccc23)nc1)Nc1cccc(C(F)(F)F)c1,2,-9%,1%,30,1%,-1%
COc1ccc(/C=C/C(=O)NC(=S)Nc2ccc(S(=O)(=O)N=C(N)N)cc2)cc1OC,7,13%,39%[activator],-13,3%,?

# (cont.)
SMILES,CHX counter,HCV inhibitor,Pf growth 48h,Shiga inhibitor,FBPA Giardia inh,Pf growth 96h
CCN1C(=O)[C@H]2[C@@H](c3ccc(-c4ccc(OC)cc4)cc3)N3CCC[C@@]3(C(=O)OC)[C@H]2C1=O,/,?,13µM*,/,/,?
CCN(C(=O)COC(=O)/C=C/c1cnc2ccccc2n1)C1CCS(=O)(=O)C1 (stereo unspecified),10,-2%,0%,-1,1%,0%
COC(=O)c1ccccc1NC(=O)N1CCN(C(=O)c2ccco2)CC1,-2,1%,-4%,0,3%,13%
Cc1ccc(-n2c(=O)[nH]cc(C(=O)N3CCc4ccccc43)c2=O)cc1,-3,6%,19%,-18,2%,?
COc1cc2cc(C(c3nnnn3C3CCCC3)N3CCCCC3)c(=O)[nH]c2cc1OC (stereo unspecified),-4,-4%&7%,15%,-11,3%,21%
Cc1ccc(OCC(=O)Nc2ccccc2-c2ccccc2NC(=O)COc2ccc(C)cc2)cc1,-2,?,?,-3,0%,55%[activator]
O=C1Cc2ccccc2C(c2ccc(Cl)cc2Cl)N1 (stereo unspecified),-1,7%,9%,-8,-9%,4%
O=C(O)c1ccc2c(c1)C(=O)N(NC(=O)c1ccc(O)cc1)C2=O,12,9%,6%,21,7%,-1%
CCn1nnc(NC(=O)c2cccc(-c3cc4ccccc4oc3=O)c2)n1,40*,?,45%[activator],73*,6%,/
COC(=O)C(C)Sc1nnc(-c2ccncc2)o1 (stereo unspecified),-2,7%,13%,-2,7%,?
N#CC1=C(N)Oc2c(c(=O)sc3ccccc23)C1c1ccncc1 (stereo unspecified),20*,22%,8%,7,15%,-9%
Cc1ccc(Cl)cc1N1CCN(Cc2nnnn2C2CCCCC2)CC1,1,?,?,-2,-3%,?
O=Cc1ccc(OCc2cn3ccccc3n2)cc1,32*,12%,123%[activator],57*,3%,120%[activator]
Fc1ccccc1/C=N/Nc1nc(-c2ccccn2)nc2ccccc12,1,/,2.3µM*,1,5%,?
Cc1ccccc1CS(=O)(=O)c1ccc(C(=O)N2CCOCC2)cc1[N+](=O)[O-],-1,?,?,-3,-8%,2%
CCCc1nnc(NC(=O)c2c(O)c3cccc4c3n(c2=O)CC4)s1,5,-3%,29%,-7,11%,31%[activator]
Cc1cccc2cc3c(NC(=O)C(C)C)nn(C)c3nc12,-1,?,-15%,9,-20%,-8%
CCOC(=O)Nc1nnc(CCc2ccccc2)s1,-4,7%,7%,-2,15%,/
Cc1cc(C)nc(NS(=O)(=O)c2cccs2)c1,-2,9%,-5%,-3,-7%,40%[activator]
c1ccc(-c2ncc(CN3CCN(c4ccccn4)CC3)[nH]2)cc1,11,-6%,-12%,13,1%,12%
Cc1ccc(S(=O)(=O)N2CCCN(C(C)c3nc4ccccc4c(=O)[nH]3)CC2)cc1 (stereo unspecified),/,-11%,?,/,/,13µM*
Cc1nc2c3ccccc3nc(SCC(=O)c3ccc(Cl)cc3)n2n1,-2,25µM*,-4%,-6,?,?
CC(=O)N1CCN(C(=O)CSc2cc(C)c(Br)cc2C)CC1,34*,/,71%[activator],48*,/,34%[activator]
CC1(C)CC2CN(C(=O)Cc3ccccc3)C(C)(C2)C1 (stereo unspecified),-1,15%,-7%,-12,-3%,11%
O=C(NCc1cccc(Cl)c1)c1cc(=O)[nH]c2ccccc12,-5,5%,7%,-6,2%,4%
COc1cc(NC(=O)c2ccccc2)c(OC)cc1NC(=O)Cc1ccc(Br)cc1,-4,?,-16%,/,-19%,?
COc1ccc(-n2cc(-c3ccccc3)[nH]c2=S)cc1,12,12%,28%,13,2%,?
CCCCCn1c(CN2CCN(c3cc(Cl)ccc3C)CC2)nc2c1c(=O)[nH]c(=O)n2C,-5,?,?,-1,7%,84%[activator]
CC1c2nc3ccccc3n2C(CC(=O)NCc2ccccn2)C(=O)N1Cc1ccccc1 (stereo unspecified),-1,-15%,-1%,-3,-9%,-10%
O=C(Nc1ccc(C(=O)N2CCN(c3ccccc3F)CC2)cc1)C1=CSCCO1,26*,19%,-4%,31*,/,-3%
COc1ccc(C(=O)COC(=O)c2ccc(OC)c(OC)c2)cc1OC,-2,-20%,4%,-5,2%,40%
O=C(COC(=O)c1cnccn1)c1ccc(-c2ccccc2)cc1,/,-4%,12%,/,/,33%[activator]
CCCN(CCO)Cc1ccc(Br)cc1,-2,12%,40%[activator],-11,?,0%
Cc1cc(C)nc(SCCC(=O)Nc2ccccc2C)n1,1,-5%,35%[activator],32,1%,10%
COC(=O)c1cc(CNC(=O)CC(C)c2ccccc2)ccc1OC (stereo unspecified),1,-14%,7%,-4,6%,3%
O=C(Nc1ccc(F)cc1)Nc1nnc(-c2ccccc2)o1,-1,6%,7%,-10,3%,16%
CCc1cc2c(C)ccc(C)c2nc1SCC(=O)Nc1c(C)[nH]c(=O)[nH]c1=O,2,3%,23%,13,1%,23%
COc1ccc(C(=O)N2CCC3(CC2)OCCO3)cc1,-1,17%,9%,7,-1%,?
C=CCn1c(SC2CCOC2=O)nc2scc(C3CC3)c2c1=O (stereo unspecified),-9,2%,2%,-11,4%,/
O=C(NCCCn1ccnc1)Nc1ccc(Cl)c(Cl)c1,-3,7%,12µM*,-21,6%,2.1µM*
Cc1ccc(NC(=O)COc2ccc(S(=O)(=O)N3CCOCC3)cc2)cc1,-3,18%,?,-22,/,?
Cc1cc(C)cc(OC(C)C(=O)NCCCn2ccnc2)c1 (stereo unspecified),-7,-3%,20%,-8,-11%,-12%
CN(C(=O)c1sc2nc(N3CCCC3)c3c(c2c1N)CC(C)(C)OC3)c1ccccc1,-2,1%,?,-2,/,?
Cc1ccc(C)c(S(=O)(=O)N2CCC(c3nc4c(nnn4Cc4ccc5c(c4)OCCO5)c(=O)[nH]3)CC2)c1,2,?,?,-11,/,-72%
CC1CC(C)CN(CCCNC(=O)C2CCCN(c3nnc(N4CCCC4=O)s3)C2)C1 (stereo unspecified),-7,-2%,31%[activator],-12,1%,?
Cc1ccc(N(C(=O)Cc2cccs2)C2C=CS(=O)(=O)C2)cc1Cl (stereo unspecified),4,6%,?,-6,12%,0%

# Outcome played no part in choosing rows; overall some 24% were active at least once.
